Source: PubChem (National Center for Advancing Translational Sciences (NCATS))
JMJD2A Tudor – qHTS Assay for Inhibitors of JMJD2A-Tudor Domain | AlphaScreen JMJD2A-Tudor / H3K4me3 peptide binding | Potency, µM (top dose mostly 114 µM), for inactives: at the top dose activity change, negative = inhibition, actives largely listed as inhibitors | AID 504339, 2011 | actives 4.4% (n = 390,000) | Lysine-specific demethylase 4A (Homo sapiens), O75164; note: % is set by controls: 0 for no effect and ±100 for the full control effect; nearly all actives have a fitted effect of over 50% in size
Target sequence (O75164 whole entry, looked up, the tested form may be a part): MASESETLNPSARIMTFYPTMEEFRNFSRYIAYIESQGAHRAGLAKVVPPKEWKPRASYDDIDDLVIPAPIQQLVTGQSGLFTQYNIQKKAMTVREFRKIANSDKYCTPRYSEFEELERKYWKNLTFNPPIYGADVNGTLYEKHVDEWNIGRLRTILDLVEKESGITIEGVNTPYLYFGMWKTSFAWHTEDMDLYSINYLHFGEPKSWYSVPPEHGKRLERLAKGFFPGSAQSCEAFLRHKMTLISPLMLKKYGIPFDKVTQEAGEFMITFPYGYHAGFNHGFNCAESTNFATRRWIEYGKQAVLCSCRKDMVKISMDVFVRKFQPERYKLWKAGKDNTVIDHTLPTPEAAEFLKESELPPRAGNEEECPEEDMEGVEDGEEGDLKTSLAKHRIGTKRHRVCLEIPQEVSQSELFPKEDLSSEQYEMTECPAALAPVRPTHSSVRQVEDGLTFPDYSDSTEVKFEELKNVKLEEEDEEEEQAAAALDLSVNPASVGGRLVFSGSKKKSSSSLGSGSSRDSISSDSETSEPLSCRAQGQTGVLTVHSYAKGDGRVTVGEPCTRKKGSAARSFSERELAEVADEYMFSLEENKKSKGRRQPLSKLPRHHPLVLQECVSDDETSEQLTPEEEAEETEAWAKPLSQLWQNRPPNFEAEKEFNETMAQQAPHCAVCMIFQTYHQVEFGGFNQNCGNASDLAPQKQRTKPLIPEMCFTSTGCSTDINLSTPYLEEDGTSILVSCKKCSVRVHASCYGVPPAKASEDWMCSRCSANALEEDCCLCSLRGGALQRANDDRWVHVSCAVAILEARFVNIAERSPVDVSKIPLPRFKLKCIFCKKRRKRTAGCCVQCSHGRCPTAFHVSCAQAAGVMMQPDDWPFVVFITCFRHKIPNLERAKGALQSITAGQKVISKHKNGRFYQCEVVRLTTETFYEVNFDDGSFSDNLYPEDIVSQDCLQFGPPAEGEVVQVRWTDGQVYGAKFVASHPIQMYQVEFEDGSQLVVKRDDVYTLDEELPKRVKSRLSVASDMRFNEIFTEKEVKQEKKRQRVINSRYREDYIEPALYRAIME
Pol iota inh – qHTS for Inhibitors of Polymerase Iota; Pol iota fluorescent replication assay, 10 min; Potency, µM (doses to about 115 µM), for the others: top-dose activity, negative = inhibition, actives largely listed as inhibitors; actives 1% (n = 390,000); AID 588590, 2011
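Pol iota at 10 nM preincubated 15 min with compounds at room temperature; reaction started with fluorescent substrate, 50 nM final. Fluorescence read kinetically at 0 and 10 min; buffer-only wells as negative control.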
BLM helicase inh – qHTS Assay for Inhibitors of Bloom's syndrome helicase (BLM); Potency, µM (doses to about 56.1 µM), inactives show at the highest dose activity change, negative = inhibition, usual class: inhibitors; recombinant BLM DNA unwinding, fluorescence dequenching; RecQ-like DNA helicase BLM (Homo sapiens), P54132; actives 0.2% (n = 350,000); AID 2528, 2010;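 note: plate controls were vehicle for no effect and no enzyme for full effect; nearly all actives have a fitted effect of over 35% in size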
APEX1 inh – qHTS Assay for Inhibitors of the Human Apurinic/apyrimidinic Endonuclease 1 (APE1) | recombinant APE1, TAMRA/BHQ-2 abasic DNA cleavage fluorescence | Potency, µM (series often up to 65.8 µM), inactives show at the highest dose activity change, negative = inhibition, most hits filed as inhibitors | DNA repair nuclease/redox regulator APEX1 (Homo sapiens), P27695 | actives 0.35% (n = 350,000);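 note: plate controls were vehicle for no effect and reference inhibitor for full effect; nearly all actives have a fitted effect of over 55% in size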
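Enzyme (0.75 nM final) and test compound are incubated 15 min at room temperature before adding 50 nM quenched THF abasic-site duplex. Cleavage dequenches TAMRA, followed at 525/598 nm over three reads one minute apart.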
POLH inh – qHTS for Inhibitors of Polymerase Eta | DNA polymerase eta (Homo sapiens), Q9Y253 | recombinant Pol eta, fluorescent DNA replication assay | Potency, µM (titrated, usually from 114 µM), for inactives: top-dose activity change, negative = inhibition, hits mostly inhibitors | actives 1.2% (n = 390,000); note: % is set by controls: 0 for no effect and ±100 for the full control effect
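Fluorescent replication assay: 50 nM final substrate added after a 15 min room-temperature compound preincubation with 10 nM enzyme. Signal taken at 0 min and again at 10 min.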
POLK inh – qHTS for Inhibitors of Polymerase Kappa | DNA polymerase kappa (Homo sapiens), Q9UBT6 | purified Pol kappa, fluorescent DNA synthesis assay, 10 min | Potency, µM (highest dose often 107 µM), for inactives: top-dose activity, negative = inhibition, most hits filed as inhibitors | actives 0.53% (n = 400,000) | AID 588579, 2011; note: % is set by controls: 0 for no effect and ±100 for the full control effect
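10 nM Pol kappa was preincubated with compounds for 15 min at room temperature. Reaction started with 50 nM (final) substrate. Fluorescence read kinetically at 0 and 10 min.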
POLB inh – qHTS Assay for Inhibitors of DNA Polymerase Beta | P06746 | Potency, µM (highest dose often 114 µM), without a hit: at the top dose activity change, negative = inhibition, actives largely listed as inhibitors | Pol beta primer extension/strand displacement, fluorescence kinetic | actives 1.3% (n = 340,000); note: % is set by controls: 0 for no effect and ±100 for the full control effect
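Pol beta (10 nM) and compounds were preincubated 15 min at room temperature, then 50 nM substrate (final) started primer extension/strand displacement. Reads were taken at 0 and 10 min; concentration-response data were fitted to a four-parameter Hill equation.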
BAZ2B inh – qHTS Assay for Inhibitors of BAZ2B. actives 4.4% (n = 360,000). Potency, µM (top dose mostly 114 µM), inactives show at the top dose activity change, negative = inhibition, usual class: inhibitors. AlphaScreen BAZ2B-H3K14Ac peptide displacement. Bromodomain adjacent to zinc finger domain protein 2B (Homo sapiens), Q9UIF8; note: % is set by controls: 0 for no effect and ±100 for the full control effect; nearly all actives have a fitted effect of over 60% in size
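AlphaScreen displacement of biotin-H3(5-23)K14Ac peptide (50 nM final) from BAZ2B (50 nM final) in PBS pH 7.4, 0.01% Tween-20; complex preformed 30 min RT, then compounds (top 110 uM) 30 min RT, beads 20 min dark.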
G9a inh – qHTS Assay for Inhibitors of Histone Lysine Methyltransferase G9a. G9a H3K9 monomethylation, AlphaScreen, 2 h. Potency, µM (highest dose often 102 µM), inactives show top-dose activity, negative = inhibition, usual class: inhibitors. actives 8.8% (n = 350,000); note: % is set by controls: 0 for no effect and ±100 for the full control effect; nearly all actives have a fitted effect of over 75% in size
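Using a bead-based AlphaScreen, monomethylated H3K9 product from 2 h room-temperature reactions (G9a 20 nM, peptide 500 nM, SAM 20 uM) was detected with 0.5 ug/mL rabbit anti-H3K9me1 antibody.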
* marks the source's active call; other numbers are inactive results; ? = inconclusive; · = not tested or not shown; [ ] = another dose, or the depositor's remark. Calls come from the whole dose curve; as a rule, active = well fitted curve in the direction sought with a large enough effect; inconclusive = small, poorly fitted or top-dose-only effect, or another doubt; inactive = no such curve, though single readings can be large; an effect the other way counts as inactive or inconclusive. Potency is the fitted concentration of half-maximal effect.

SMILES	JMJD2A Tudor	Pol iota inh	BLM helicase inh	APEX1 inh	POLH inh	POLK inh	POLB inh	BAZ2B inh	G9a inh
NNc1nc2c(F)cccc2s1	89µM*	18%	4%	5%	-11%	-29%	1%	50µM*	?
O=C(O)c1cccc2c1C(=O)c1ccc(Cl)cc1S2(=O)=O	-14%	19%	·	-2%	-16%	11%	·	?	20%[2.33 µM]
Cc1ccc2oc(=O)c3cnn(CC(=O)N4CCc5ccccc5C4)c3c2c1	-17%	11%	5%	-2%	-15%	25%	34%	3%	0%
CC(=N\NC(=O)c1ccc([N+](=O)[O-])cc1)/C(=N/O)C(=O)Nc1ccccc1	-11%	22%	-2%	0%	-4%	-1%	-1%	50µM*	·
COCCCn1c(SCC(=O)Nc2ccccc2F)nnc1-c1ccoc1C	-11%	109%[activator]	0%	-10%	2%	-1%	61%	-14%	21%
Cc1ccc(CNC(=O)COc2ccc(S(=O)(=O)N3CCCC3)cc2)cc1	-3%	34%	0%	75%[activator][12.4 µM]	-6%	3%	2%	-1%	18%[59 µM]
COc1cccc(NC(=O)c2cnc(SC)nc2)c1	-6%	26%	-1%	-10%	-23%	4%	47%	-2%	·
CCOc1ccc(OCCC(=O)OCC(=O)N2CCN(c3ccc(OC)cc3)CC2)cc1	5%	-15%	·	-3%	-18%	-3%	·	3%	-44%
Cc1ccc(OCc2nnc(NC(=O)c3cccnc3)s2)cc1	6%	4%	-2%	8%	-11%	9%	9%	-3%	12%[59 µM]
Cn1c(=O)c(-c2ccc(Cl)cc2)nc2cnc(N3CCNCC3)nc21	·	·	4%	-6%	·	7%[60.1 µM]	·	·	4%[0.501 µM]
Cc1c(C(=O)N(Cc2ccccc2)C(C)C)cnn1-c1ccccc1	7%	-11%	0%	-5%	-12%	-6%	17%	-1%	-31%
CC(=O)N1CCC(C(=O)NC2CC(C)(C)Cc3c2cnn3-c2ccc(F)cc2)CC1 (stereo unspecified)	-10%	11%	-4%	-10%	-5%	-4%	27%	1%	0%[12.7 µM]
COc1cccc2cc(C(=O)NCCN3CCOCC3)c(=O)oc12	-8%	7%	1%	19%	-16%	-1%	40%	4%	22%
N#CC(C(=O)NCCc1ccccc1)c1nc2ccccc2nc1N1CCOCC1 (stereo unspecified)	-12%	-10%	-8%	-1%	2%	-12%	-6%	6%	25%[59 µM]
NC(N)=NS(=O)(=O)c1ccc(N=C2C(=O)Nc3ccccc32)cc1	-15%	-28%	-9%	?	5%	-5%	6%	-3%	-41%[2.33 µM]
O=C(Nc1c(F)cc(F)cc1Br)c1cc(-c2ccc(O)cc2)on1	-19%	13%	6%	-1%	-23%	8%	-10%	-24%	?
O=C(c1cnc2n(c1=O)CCS2)N1CCN(c2ccccc2Cl)CC1	·	·	-2%	-3%	·	·	?	-13%	-10%
O=C(Nc1ccccc1)Nc1cc(OCC(F)(F)F)cc(OCC(F)(F)F)c1	-4%	37%[activator]	-6%	0%	-24%	-8%	-2%	10%	8%[59 µM]
CCOc1ccc(S(=O)(=O)N/N=C(\C)Cc2ccc(OC)cc2)cc1	-15%	118%[activator]	-4%	0%	-23%	-5%	0%	?	40µM*
Cc1c(C(C)O)nnn1-c1nonc1N (stereo unspecified)	-8%	19%	2%	-2%	7%	-2%	39%	-4%	-39%

Random excerpt: two entries already listed.
SMILES	JMJD2A Tudor	Pol iota inh	BLM helicase inh	APEX1 inh	POLH inh	POLK inh	POLB inh	BAZ2B inh	G9a inh
Cc1c(C(C)O)nnn1-c1nonc1N (stereo unspecified)	-8%	19%	2%	-2%	7%	-2%	39%	-4%	-39%
O=C(c1cnc2n(c1=O)CCS2)N1CCN(c2ccccc2Cl)CC1	·	·	-2%	-3%	·	·	?	-13%	-10%

(list continues)
SMILES	JMJD2A Tudor	Pol iota inh	BLM helicase inh	APEX1 inh	POLH inh	POLK inh	POLB inh	BAZ2B inh	G9a inh
CCO/C=C1/C(=O)N(C)C(=O)c2cc(OC)ccc21	-11%	23%	-7%	-10%	?	-11%	6%	-1%	3.5µM*
COc1ccc(N(C(=O)c2ccncc2)S(=O)(=O)c2ccc(F)cc2)cc1	·	·	-2%	22%	·	·	19%	-14%	12%
O=C(Nc1ccccn1)c1sc2cccc(F)c2c1Cl	-1%	60%[activator]	-8%	3%	-15%	2%	0%	-16%	-41%
COC(=O)c1sccc1NC(=O)CSc1cc(Cl)ccc1Cl	25%	-7%	-4%	-3%	-14%	-10%	2%	29%	108%[activator]
CCn1c(C)nc2cc(C(=O)NNC(=O)Nc3ccc(Cl)cc3)ccc21	-13%	7%	-8%	-2%	2%	-6%	-17%	?	?
CC(C)(C)C1=Nn2c(nnc2C2CCCCC2)SC1	-12%	-5%	2%	-3%	-2%	5%	1%	?	2%[12.7 µM]
CN=c1scc(-c2cccs2)n1/N=C/c1ccccc1O	-35%[57.1 µM]	-18%	-1%	3%	-19%	-4%	7%	?	7%[59 µM]
C=C(C)CC(NCc1ccco1)c1ccc(OC)cc1 (stereo unspecified)	-17%	8%	1%	-4%	-12%	-2%	-20%	4%	-6%[59 µM]
Cc1[nH]nc2c1C(C(C)c1ccccc1)C(C#N)=C(N)O2 (stereo unspecified)	-14%	98%[activator]	-2%	-1%	-9%	1%	0%	·	-36%
Cc1cc(-c2ccccc2)oc(=O)c1NC(=O)c1ccccc1	?	140%[activator]	-2%	8%	-7%	-15%	17%	-31%	-3%
CCOc1ccc(CNC(=O)c2cnc3sc(N4CCOCC4)nn3c2=O)cc1	-17%	13%	1%	·	3%	-7%	14%	-3%	12%[59 µM]
CCN(CC(=O)Nc1ccc(OC)cc1)C(=O)Cc1cccs1	?	32µM*	·	-33%	56µM*	?	·	50µM*	6%[0.501 µM]
O=C(CCCCCn1c(=S)[nH]c2ccsc2c1=O)NC1CCCCC1	8%	9%	-1%	-8%	-6%	7%	2%	-29%	10µM*
C=CCNC(=O)C1CCN(c2cc(C)nc(-c3ccccc3)n2)CC1	1%	-17%	1%	5%	2%	-9%	-26%	-11%	·
COc1ccc(/C=C/C(=O)N2CCN(S(=O)(=O)c3ccccc3Br)CC2)cc1OC	-9%	-10%	·	-7%	-19%	10%	·	·	·
Cc1nnc(N(Cc2ccccc2)C(=O)c2cnccn2)s1	9%	-2%	1%	-1%	2%	-4%	-1%	11%	-7%[59 µM]
CCOc1ccc(CNC(=O)C2CCN(S(=O)(=O)c3cn(C)cn3)CC2)cc1	-1%	-18%	-1%	·	14%	-10%[60.1 µM]	22%	-31%	-14%[12.7 µM]
CN1CCN(C(=O)C2=C[C@@H](c3ccccc3)C[C@@H](OCCCCO)O2)CC1	-27%	1%	-1%	2%	-4%	-1%	-18%	-16%	?
CCOC(=O)[C@H]1[C@H]2COc3ccc(Br)cc3[C@@H]2N2C(=O)N(c3ccc(F)cc3)C(=O)[C@@]12C	-8%	20%	·	-13%	-16%	-4%	·	·	·
CCN(C(=O)Cn1nc(C)c([N+](=O)[O-])c1C)C1CCS(=O)(=O)C1 (stereo unspecified)	-4%	46%[activator]	·	-5%	2%	-6%	·	15%	26%[0.501 µM]
O=C1NC(=Nc2ccccc2)S/C1=C/c1cccs1	?	?	-16%	?	6%	-2%	32µM*	·	?
O=C1C=C(c2cc3ccccc3s2)C[C@@H](c2ccc(Cl)cc2)C1	-14%	28%	·	8%	-12%	1%	·	·	·
O=C(NCCCc1ccccc1)C(=O)NCC1OCCN1S(=O)(=O)c1ccc(F)cc1 (stereo unspecified)	-6%	6%	-6%	7%	-17%	-5%	28%	-24%	21%
CCOc1ccc2nc(NCCCO)[nH]c2c1	-8%	3%	2%	13%	-6%	-6%	2%	-5%	?
CC(C)(Oc1ccc(Cl)cc1)C(=O)N1CCC(C(N)=O)CC1	-4%	40%[activator]	0%	8%	-15%	-15%	-4%	?	?
O=C(OCc1nc2scc(-c3ccccc3)c2c(=O)[nH]1)c1ccco1	-18%	32%[activator]	·	17%	-23%	-3%	·	8%	?
CN(CCc1ccccc1)C(=O)c1ccc(NC(=O)Cc2ccc(NC(=O)C3CCCN(C(=O)CCc4ccccc4)C3)cc2)cc1 (stereo unspecified)	-9%	52%[activator]	·	·	-23%	-1%	·	·	·
Cc1ccc2cc(C)c(SCC(=O)NCc3ccco3)nc2c1	2%[11.4 µM]	31%[activator]	-11%	16%	-12%	-10%	-3%	?	?
Cc1ccc2c(c1)nnn2C1CCN(CC(=O)N(c2ccccc2)c2ccccc2)CC1	-32%	-3%	-5%	-6%	0%	4%	23%	-16%	25%[59 µM]
COc1cccc(CNC(=O)c2cccc(-n3c(C)nc4cccnc43)c2)c1OC	1%	13%	0%	·	-16%	10%	5%	3%	-1%[59 µM]
Cn1cccc1Cc1nnc(SCC(=O)NCCc2ccccc2)n1-c1ccc(F)cc1	-22%	3%	1%	-4%	-6%	18%	8%	?	56µM*
CCN(CC(=O)Nc1c(F)cccc1F)C(=O)c1cc2ccccc2oc1=O	-11%	-4%	·	41%[activator]	-14%	8%	·	0%	-27%
O=C(O)/C=C/c1cn(Cc2ccccc2Cl)nc1-c1ccccc1	-14%[11.4 µM]	9%	-4%	-4%	-35%	1%	-15%	19%	11%
Cc1cccc(CC(=O)Nc2cc(C)c3c(=O)oc4ccccc4c3n2)c1	-9%	-2%	2%	2%	-8%	-12%	5%	-5%	-3%[59 µM]
O=C(CNCCc1ccccc1)Nc1ccc(C(=O)N2CCCCC2)cc1	22µM*	6%	2%	81%[activator][12.4 µM]	-10%	3%	-22%	40µM*	11µM*
CCCCC1=CC2=CC(=O)C(C)(OC(=O)CC)C(=O)C2=CN1Cc1ccco1 (stereo unspecified)	-26%	?	-6%[12.4 µM]	?	?	?	?	-35%	-38%[59 µM]
COc1ccc(/C=N/Nc2ncnc3sc4c(c23)CCCC4)cc1O	-26%	?	-12%	-3%	?	-28%	?	?	7%[59 µM]

Some of the compounds tested; the hit share may differ from the screen's.
